Assay outcomes deposited in PubChem BioAssay by Sanford-Burnham Center for Chemical Genomics.
MPTP inh: permeability transition pore inhibition; isolated mouse mitochondria, Ca2+ swelling absorbance, 30 min; inhibition, % at 10 µM; 1.4% of 360,000 active; AID 602449;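 active = inhibition of 50% or more, scaled per plate between neutral and stimulator controls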;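 note: 0% = DMSO wells given calcium and 100% = 1 mM EGTA wells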
NR3A LBD binder: modulators (binders) of human NR3A ligand-binding domain. Tm shift relative to glycine control, % at 25 µM. NR3A LBD differential scanning fluorimetry, Tm shift; 0% = protein alone, 100% = glycine-bound protein. 2.5% of 340,000 active. AID 1259313;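 active = melting temperature shift of at least 10% of the positive control shift, at one fixed dose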
APJ antagonist: APJ receptor antagonism; 0.32% of 330,000 active; P35414; AID 2521; CHO-K1 APJ beta-arrestin complementation, luminescence; inhibition, % at 20 µM;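 active = inhibition above about 40% at 20 µM, limit read from the data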;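 note: cells challenged with 10 nM apelin-13 agonist together with compound; plate controls were apelin-13 plus DMSO wells for no effect and DMSO wells lacking apelin-13 for full effect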
Target sequence (P35414 whole entry, looked up): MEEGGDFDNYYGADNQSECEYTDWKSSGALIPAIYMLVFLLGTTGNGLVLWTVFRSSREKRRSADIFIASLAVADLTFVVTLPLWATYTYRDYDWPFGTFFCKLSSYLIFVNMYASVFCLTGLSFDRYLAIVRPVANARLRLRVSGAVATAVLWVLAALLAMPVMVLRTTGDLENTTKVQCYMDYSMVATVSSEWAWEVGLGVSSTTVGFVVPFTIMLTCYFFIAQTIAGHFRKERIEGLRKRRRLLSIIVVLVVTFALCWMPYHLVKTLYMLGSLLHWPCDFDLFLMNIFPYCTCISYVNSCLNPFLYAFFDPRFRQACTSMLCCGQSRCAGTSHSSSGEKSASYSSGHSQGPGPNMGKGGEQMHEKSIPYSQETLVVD
MIN6 prolif: MIN6 beta-cell proliferation induction | MIN6 cells proliferation, ATPlite luminescence, 48 h; cells starved in 0.2% serum; 100% = growth in 10% serum | proliferation, % at 10 µM | 0.29% of 330,000 active | AID 2380;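 active = compounds whose signal lies at least 3.5 SD above the mean of all wells on their plate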;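 note: 0% = DMSO-treated cells in low-serum medium and 100% = 10% serum control; some compounds called inactive have numbers as strong as hits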
NALP3 yeast inh: NALP3 inhibition in yeast; Yeast reconstituted NLRP3/ASC/caspase-1, beta-gal luminescence, 24 h; inhibition, % at 10 µM; 0.39% of 330,000 active; AID 2825;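 active = inhibition of 50% or more; inactive = inhibition below 50%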;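 note: plate controls were induced DMSO wells for no effect and uninduced yeast grown without galactose for full effect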
tim23-1 inh: tim23-1 yeast growth inhibition. S. cerevisiae tim23-1 growth, BacTiter-Glo luminescence, 24 h. inhibition, % at 20 µM. AID 463212. 1.3% of 330,000 active;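 active = growth inhibition of the mutant yeast at or above 50%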;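 note: temperature-sensitive mutant grown at 25 °C; plate controls were DMSO-treated mutant yeast for no effect and medium wells lacking yeast for full effect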
APJ ag: agonists of human APJ apelin receptor. P35414. AID 2520. CHO-K1 APJ PathHunter beta-arrestin, luminescence; 0% DMSO wells, 100% apelin. 0.11% of 330,000 active. activation, % at 20 µM;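 active = activation more than six SD over the plate average, tested at 20 µM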;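 note: 0% = DMSO alone and 100% = apelin-13 at 10 nM; some results filed as inactive read as strong as hits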
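Assay system: CHO-K1 cells stably expressing ProLink-tagged human APJ and arrestin–beta-gal acceptor. Compound dosing: 20 µM single point, 1% DMSO. Times: 16-18 h seeding, 90 min dark compound exposure, 60 min detection. Detection: beta-gal luminescence. Evaluation: APJ–arrestin association signal. Controls: negative DMSO alone, positive Apelin-13 at 10 nM.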
tim10-1 inh: inhibits growth of tim10-1 mutant yeast; inhibition, % at 20 µM; AID 463190; S. cerevisiae tim10-1 ts strain growth, BacTiter-Glo, 24 h; 2.2% of 330,000 active;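 active = inhibition of at least 40%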;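 note: mutant grown at 25 °C; 0% = DMSO wells with yeast and 100% = wells holding no yeast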
TIM10 inh: growth inhibitors of TIM10 yeast strain | S. cerevisiae TIM10 strain growth, BacTiter-Glo luminescence, 24 h | inhibition, % at 10 µM | 1.4% of 330,000 active | AID 463195;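 active = inhibition of 40% or more at the single tested concentration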;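 note: wild-type TIM10 isogenic control strain grown at permissive 25 °C; 0% = DMSO yeast wells and 100% = minimal medium wells without yeast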
An asterisk follows results filed as active. Compounds as they come. Share with any hit: about 7.2%.

entry	molecule	MIN6 prolif	MPTP inh	NR3A LBD binder	TIM10 inh	tim23-1 inh
1	Cc1ccccc1NS(=O)(=O)c1ccc(C(=O)OCC(=O)NCC(C)C)cc1	-2	0.3	-1	-8	17
2	COc1cccc(CN(CC(=O)NC2CCCC2)C(=O)Cn2nnc(-c3cccs3)n2)c1	1	-0.6	2	13	13
3	COc1cccc(C(C(=O)NC2CCCC2)N(C(=O)c2ccco2)c2ccc(-n3cnnn3)c(C)c2)c1OC (centres undefined)	-1	-0.8	-6	-5	9
4	COC(=O)c1cc(OC)c(OC)cc1NC(=O)c1ccc(C)o1	0	-4.0	-1	8	11
5	CCCCCCSc1ccc(-c2nc3ccc(C)cn3c2NC2CCCCC2)cc1	-8	6.0	-6	-6	-12
6	COc1ccc(S(=O)(=O)NCCSCc2ccco2)cc1	-1	1.1	-1	0	9
7	CCC(=O)N1CCc2cc(S(=O)(=O)NC(C(=O)NC(C)c3ccccc3)C(C)C)ccc21 (centres undefined)	-4	-1.2	1	-14	2
8	Cn1ccnc1Sc1nc2c(c(=O)n(C)c(=O)n2C)n1C	1	-0.3	1	4	-5

entry	tim10-1 inh	APJ antagonist	NALP3 yeast inh	APJ ag
1	0	-1	17	-3
2	16	3	2	0
3	9	3	-2	-4
4	34	-9	9	-3
5	1	-36	27	0
6	15	5	5	1
7	-7	-2	24	9
8	1	9	-1	0

Other compounds
entry	molecule	MIN6 prolif	MPTP inh	NR3A LBD binder	TIM10 inh	tim23-1 inh
9	CCCSc1ccc([C@H]2N[C@@](Cc3ccccc3)(C(=O)OC)[C@H]3C(=O)N(C)C(=O)[C@@H]23)cc1	-5	-0.6	0	13	23
10	Cc1c(Cl)c([N+](=O)[O-])nn1CC(=O)NC1CCCCC1	-4	9.1	-2	0	16
11	COc1cc(/C=N/c2oc(C)c(C)c2C#N)cc(Br)c1O	-2	5.4	2	-19	14
12	Cc1ccc(/C=N/NC(=O)CNC(=O)COc2ccc(Cl)cc2)o1	0	-1.4	0	1	4
13	O=C(NC1CCCCC1)C(c1ccc(F)cc1)N(C(=O)c1csnn1)C1CC1 (centres undefined)	-3	0.6	-3	4	-1
14	O=C(Cc1csc(-c2ccccc2)n1)NCc1ccc(F)cc1	0	1.0	-5	19	14
15	Cc1ccc(-n2nnnc2SCc2nnc(-c3ccccc3Br)o2)cc1	-2	0.8	0	-1	25
16	Cc1nnc(SCc2ccc(C(=O)O)cc2)s1	-3	-1.1	-2	-5	5

entry	tim10-1 inh	APJ antagonist	NALP3 yeast inh	APJ ag
9	11	5	10	-4
10	6	10	-4	-1
11	4	6	20	-4
12	9	1	2	-1
13	-15	16	19	1
14	0	4	37	0
15	-30	4	11	-5
16	3	15	-9	0

Next results:
entry	molecule	MIN6 prolif	MPTP inh	NR3A LBD binder	TIM10 inh	tim23-1 inh
17	O=C(CCN1C(=O)c2ccccc2C1=O)Nc1nc2ccccc2s1	-3	1.1	-2	0	13
18	CCCN1C/C(=C/c2ccc3c(c2)OCO3)C(=O)/C(=C/c2ccc3c(c2)OCO3)C1	-7	-0.5	-2	34	44
19	CCOC(=O)c1cc(-c2ccccc2)sc1N	2	-3.8	-30	32	-6
20	CC(=O)Nc1ccc(NC(=O)Nc2cccc(C)c2C)cc1	0	-0.3	-2	11	12
21	Cc1ccc(C(=O)c2oc3ccc(Cl)cc3c2NC(=O)CN2CCN(C)CC2)cc1	-7	0.9	5	3	23
22	Cc1cc(C)cc(NS(=O)(=O)c2cc3[nH]c(=O)c(=O)[nH]c3cc2C)c1	-2	-2.6	-6	-5	21
23	COc1cc(C(c2sc3nc(C)nn3c2O)N2CC(C)CC(C)C2)cc(OC)c1OC (centres undefined)	1	0.0	-2	3	18
24	COc1cc2nc(CN3CCOCC3)n(CC(=O)N3CCCCCC3)c(=O)c2cc1OC	-1	-0.2	0	1	9

entry	tim10-1 inh	APJ antagonist	NALP3 yeast inh	APJ ag
17	-2	-2	17	1
18	36	-7	18	-2
19	32	6	3	-9
20	-6	-3	2	0
21	49*	15	27	-9
22	12	8	9	-1
23	7	3	24	6
24	-7	14	-14	-2

Going on with the list:
entry	molecule	MIN6 prolif	MPTP inh	NR3A LBD binder	TIM10 inh	tim23-1 inh
25	Cc1ccnc(NS(=O)(=O)c2cc(-c3cc(C)no3)ccc2C(C)C)c1	-3	0.3	0	14	1
26	CC1CCC(C(C)C)C(OC(=O)CSc2n[nH]c(=O)[nH]c2=O)C1 (centres undefined)	0	-0.4	-1	-17	2
27	Fc1ccccc1CNCc1ccc2c(c1)OCO2	-3	-1.1	-2	3	2
28	Cc1ccc(O)c(NC(=O)C2CCCN2C(=O)OCc2ccccc2)c1 (centres undefined)	-2	1.5	0	1	16
29	O=C(CSc1nc2ccccc2n1S(=O)(=O)c1ccccc1)N1CCCC1	-3	21	-5	8	3
30	CC1(C)C2CCC1(CS(=O)(=O)NCCc1c[nH]c3ccccc13)C(=O)C2 (centres undefined)	-1	0.4	1	-5	6
31	NC(=O)CC(NC(=O)Cc1cccc2ccccc12)c1ccc(N2CCCCCCC2)c([N+](=O)[O-])c1 (centres undefined)	-8	0.7	-10	10	8
32	Cc1cccc(Oc2nc(-c3cccc([N+](=O)[O-])c3)nc3ccccc23)c1C	-2	0.2	-1	-8	-5

entry	tim10-1 inh	APJ antagonist	NALP3 yeast inh	APJ ag
25	-2	-2	4	-3
26	18	19	15	-4
27	1	3	4	5
28	27	17	5	-5
29	-7	9	6	-2
30	3	13	17	-2
31	4	4	26	0
32	-2	11	2	-3

(listing goes on)
entry	molecule	MIN6 prolif	MPTP inh	NR3A LBD binder	TIM10 inh	tim23-1 inh
33	COc1ccccc1C(CCN(Cc1ccccc1)C(C)=O)c1ccco1 (centres undefined)	-2	6.6	0	-6	4
34	COC(=O)c1ccc(-c2cc3onc(-c4ccccc4)c3c(=O)n2C)cc1	-4	-2.7	0	13	31
35	Cc1ccccc1N(CC(=O)NCC1CCCO1)C(=O)CNS(=O)(=O)c1ccc(F)cc1 (centres undefined)	1	0.4	1	-1	7
36	COC(=O)c1ccccc1S(=O)(=O)Oc1ccc(-c2ccc(C(=O)O)cc2)cc1	6	-1.7	2	-19	8
37	COc1cc(C(C)=O)ccc1OCC(=O)c1cc(C)n(C2CC2)c1C	-4	-0.2	1	-52	-65
38	O=C(O/N=C1\C(=O)N(c2ccccc2)c2ccccc21)C1CC1	-3	-1.1	-2	40	69*
39	c1ccc(-n2c(-c3ccncc3)nnc2-c2ccco2)cc1	2	-0.8	1	9	9
40	CNC(=O)c1ccccc1-c1ccccc1	-1	-1.6	2	-7	3

entry	tim10-1 inh	APJ antagonist	NALP3 yeast inh	APJ ag
33	-13	28	-3	-2
34	11	6	15	-3
35	-8	13	1	0
36	9	8	15	-4
37	-10	6	18	1
38	47*	5	0	-3
39	19	-7	4	-5
40	11	0	14	0

The list continues:
entry	molecule	MIN6 prolif	MPTP inh	NR3A LBD binder	TIM10 inh	tim23-1 inh
41	COc1ccc(/C(O)=C2/C(=O)C(=O)N(CCN3CCOCC3)C2c2cccnc2)cc1OC (centres undefined)	-3	-3.2	2	5	7
42	c1ccc(Oc2cccc(OCCCCSc3ncccn3)c2)cc1	-3	2.5	-1	14	-2
43	Cc1ccc(N(CC(=O)NCC2CCCO2)C(=O)CCC(=O)Nc2nccs2)cc1C (centres undefined)	1	-1.3	0	-5	6
44	COc1ccc2c(c1OC)C(=O)N(c1nc(SC)n[nH]1)C2=O	-3	-0.1	0	-11	-6
45	Cc1nc2ccccc2c(=O)n1NC(=O)Cc1ccc(Br)cc1	2	1.4	0	4	2
46	CC(C)[C@H](NC(=O)c1ccccc1)C(=O)OCC(=O)c1ccccc1F	-3	1.3	-1	8	9
47	CCn1c(SCC(=O)Nc2ccc(C(=O)OC)cc2)nc2cccnc21	-1	5.2	-1	13	-2
48	CC(=O)N/C(=C\c1ccccc1)C(=O)OCc1ccc(F)cc1	-3	1.0	2	4	19

entry	tim10-1 inh	APJ antagonist	NALP3 yeast inh	APJ ag
41	4	-10	17	0
42	19	-17	12	2
43	17	-5	-8	-2
44	-5	5	8	-2
45	3	-7	8	-7
46	17	13	-6	-1
47	11	13	26	1
48	14	3	9	-3

Following part:
entry	molecule	MIN6 prolif	MPTP inh	NR3A LBD binder	TIM10 inh	tim23-1 inh
49	CCOC(=O)N1CCN(C(=O)c2ccc(Cl)c(NC(=O)c3cccs3)c2)CC1	-4	-0.6	3	-82	-16
50	CCOc1ccc(-c2nnn(CC(=O)Nc3cc(OC)cc(OC)c3)n2)cc1OCC	-3	3.4	5	17	11
51	CCCC(C(=O)NCc1ccco1)N(C(=O)CNS(=O)(=O)c1ccccc1)c1ccc(OC)cc1 (centres undefined)	3	-1.0	1	-1	11
52	CN(Cc1ccco1)C(=O)C1CCCN(c2ncnc3c2nc2n3CCCCC2)C1 (centres undefined)	-2	1.7	-1	-2	2
53	COc1ccc(C(=O)Nc2cc(C)c(NC(=O)c3ccccc3OC)cn2)cc1	-2	-0.7	-17	15	29
54	COCCNC(=S)N/N=C(\C)c1ccc(Cl)c(Cl)c1Cl	-5	0.7	1	38	13
55	C1=CCC(/C=N/n2cnnc2)CC1 (centres undefined)	0	-1.3	0	4	1
56	COCC(=O)Nc1nnc(COc2ccc(Cl)cc2)s1	-1	-3.3	0	17	24
57	C=CCn1c(SCC(=O)Nc2ccc(N(C)C)cc2)nnc1-c1cccc(C)c1	1	0.3	-1	0	25

entry	tim10-1 inh	APJ antagonist	NALP3 yeast inh	APJ ag
49	-28	-4	-51	-1
50	22	18	15	-1
51	18	5	-9	-4
52	30	-32	7	4
53	-35	8	9	1
54	28	43*	40	-4
55	1	2	-1	-1
56	1	2	24	-1
57	21	21	16	1

Part of the list above in order of length of the SMILES, rising:
entry	molecule	MIN6 prolif	MPTP inh	NR3A LBD binder	TIM10 inh	tim23-1 inh
55	C1=CCC(/C=N/n2cnnc2)CC1 (centres undefined)	0	-1.3	0	4	1
56	COCC(=O)Nc1nnc(COc2ccc(Cl)cc2)s1	-1	-3.3	0	17	24
54	COCCNC(=S)N/N=C(\C)c1ccc(Cl)c(Cl)c1Cl	-5	0.7	1	38	13
45	Cc1nc2ccccc2c(=O)n1NC(=O)Cc1ccc(Br)cc1	2	1.4	0	4	2
47	CCn1c(SCC(=O)Nc2ccc(C(=O)OC)cc2)nc2cccnc21	-1	5.2	-1	13	-2
52	CN(Cc1ccco1)C(=O)C1CCCN(c2ncnc3c2nc2n3CCCCC2)C1 (centres undefined)	-2	1.7	-1	-2	2
57	C=CCn1c(SCC(=O)Nc2ccc(N(C)C)cc2)nnc1-c1cccc(C)c1	1	0.3	-1	0	25
50	CCOc1ccc(-c2nnn(CC(=O)Nc3cc(OC)cc(OC)c3)n2)cc1OCC	-3	3.4	5	17	11
49	CCOC(=O)N1CCN(C(=O)c2ccc(Cl)c(NC(=O)c3cccs3)c2)CC1	-4	-0.6	3	-82	-16
51	CCCC(C(=O)NCc1ccco1)N(C(=O)CNS(=O)(=O)c1ccccc1)c1ccc(OC)cc1 (centres undefined)	3	-1.0	1	-1	11

entry	tim10-1 inh	APJ antagonist	NALP3 yeast inh	APJ ag
55	1	2	-1	-1
56	1	2	24	-1
54	28	43*	40	-4
45	3	-7	8	-7
47	11	13	26	1
52	30	-32	7	4
57	21	21	16	1
50	22	18	15	-1
49	-28	-4	-51	-1
51	18	5	-9	-4
